From PubChem
ERK EGF inh: EGF-driven ERK pathway inhibition; HEK293-V1b, EGF-stimulated phospho-ERK AlphaScreen; Potency, µM (titrated, usually from 11.5 µM), for inactives: at the top dose activity change, negative = inhibition, most hits filed as inhibitors; 130,000 compounds, 0.41% hits; AID 1454; active = well fitted inhibition curve with a large enough effect; inconclusive = small, poorly fitted or top-dose-only effect, or effect the other way;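 note: plate controls were stimulated vehicle wells for no effect and unstimulated vehicle basal for full effect; nearly all actives have a fitted effect of over 55% in size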
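V1b-HEK293, 1% FBS o/n; cpd 30 min 37C; EGF 25 nM final, 5 min; lyse 10 min; AlphaScreen beads 5 h RT. Normalized DMSO basal vs EGF max; Hill AC50.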
An asterisk follows results filed as active; ? = inconclusive; [ ] = dose if it differs, or a comment. Potency is the fitted concentration of half-maximal effect. Some of the compounds tested. The share of hits here may be higher or lower than overall.

Structure | ERK EGF inh
COc1ccc(C(=O)COC(=O)C2CCCN2C(=O)C23CC4CC(CC(C4)C2)C3)cc1 (stereo unspecified) | 6%
CCc1nnc(NC(=O)c2ccc(-c3ccccc3F)o2)s1 | -3%
CN(C)S(=O)(=O)c1ccc(Cl)c(NC(=O)CN2CCC(Cc3ccccc3)CC2)c1 | 5%
CCNC(=S)N(Cc1cc2cc(C)c(C)cc2[nH]c1=O)C1CCCC1 | 1%
COc1cc(/C=N/N(C)C)ccc1OC(=O)c1ccco1 | -3%
COc1ccc(OCC(=O)Nc2nccs2)cc1 | 6%
O=C(CCNC(=O)c1ccco1)Nc1ccc(Cl)cc1 | -3%
O=c1c2ccccc2nc2n1C(CSc1ccc(F)cc1)CS2 (stereo unspecified) | 1%
CC(C)NC(=O)c1ccccc1NC(=O)Cc1ccc(Br)cc1 | 18%
Cc1ccc[n+](CC(=O)Nc2c(Cl)cc(Cl)cc2Cl)c1 | 4%
Cc1ccc(N(CC(=O)NC2CCCCC2)C(=O)Cn2nnc(-c3ccc(C)o3)n2)cc1 | -2%
COc1ccc(-c2oc3ccccc3c(=O)c2OC(C)=O)cc1 | 4%
N#CCSc1nc2ccccc2c(=O)n1CC1CCCC1 | 0%
CC1(C)CC(C(CCN(Cc2ccccc2)C(=O)c2ccco2)c2ccc(F)cc2)CCO1 (stereo unspecified) | 22µM*
Clc1ccccc1Nc1nc(-c2cccnc2)cs1 | -14%
CC(=O)NS(=O)(=O)c1ccc(NC(=O)c2cc(-c3ccc(C)cc3)nc3ccccc23)cc1 | -4%
O/N=C1/C2C3C(Br)C4C5CC(C1C53)C24 (stereo unspecified) | 9%
Cc1ccc(NC(=O)c2sc(Cl)nc2C)c(C)c1 | 15%
CCOC(=O)C1CCN(C(=O)CSc2nccc(C)n2)CC1 | -7%
Cc1ccc2nc(SCC(=O)NCc3cccs3)[nH]c2c1 | -1%
O=C(CCl)N1N=C(c2ccco2)CC1c1cccs1 (stereo unspecified) | -1%
CN(C)S(=O)(=O)c1ccc(Cl)c(NC(=O)COC(=O)[C@@H]2CCCN2C(=O)c2cccs2)c1 | 1%
CC(=O)c1cnc2n(c1=O)CCS2 | -2%
O=C(COc1ccccc1[N+](=O)[O-])c1ccccc1 | -1%
CCc1ccc(NC(=O)C(=O)c2cn(CC(=O)N3CCCCC3)c3ccccc23)cc1 | -15%
COc1ccc(NS(=O)(=O)c2ccc(/C=C/C(=O)O)cc2)cc1S(=O)(=O)N1CCOCC1 | -2%[57.5 µM]
COc1cc(CN(C(=S)NCC(=O)N2CCCC2)C2CCCC2)cc(OC)c1OC | -2%
CCOCCCNC(=O)CCC(=O)NNc1nc2ccccc2c2nc(-c3ccccc3)nn12 | -2%
Cc1ccc(NC(=S)NNC(=O)c2ccc(N3CCOCC3)c([N+](=O)[O-])c2)cc1Cl | 2%
CCOC(=O)C1=C(C)N=c2s/c(=C\c3ccc(OC(C)=O)cc3)c(=O)n2C1/C=C/c1ccccc1 (stereo unspecified) | -2%

Entries shown so far containing an aryl methoxy group, in the order listed:
Structure | ERK EGF inh
COc1ccc(C(=O)COC(=O)C2CCCN2C(=O)C23CC4CC(CC(C4)C2)C3)cc1 (stereo unspecified) | 6%
COc1cc(/C=N/N(C)C)ccc1OC(=O)c1ccco1 | -3%
COc1ccc(OCC(=O)Nc2nccs2)cc1 | 6%
COc1ccc(-c2oc3ccccc3c(=O)c2OC(C)=O)cc1 | 4%
COc1ccc(NS(=O)(=O)c2ccc(/C=C/C(=O)O)cc2)cc1S(=O)(=O)N1CCOCC1 | -2%[57.5 µM]
COc1cc(CN(C(=S)NCC(=O)N2CCCC2)C2CCCC2)cc(OC)c1OC | -2%

(more compounds)
Structure | ERK EGF inh
NC(=O)c1ccc(NC(=O)C2CC2)cc1 | 0%
CC(Sc1ccc(Cl)cc1)C(=O)Nc1ccc2c(c1)OCO2 (stereo unspecified) | 0%
CCN1CCN(C(=S)NC(CC(=O)c2ccccc2)c2ccccc2)CC1 (stereo unspecified) | -3%[57.5 µM]
CCOC(=O)c1c(NC(=O)CSc2nnc(C)s2)sc2c1CCC(C)C2 (stereo unspecified) | 0%
CCCC(C)NC(=O)c1ccc(OCc2ccc(Cl)cc2)c(OC)c1 (stereo unspecified) | 2%
CN1CCC(NC(=S)NC2CC2)CC1 | -8%
O=C(CCc1c[nH]c2ccccc12)N/N=C/c1ccc2c(c1)OCO2 | 7%
S=c1[nH]nc(-c2ccc(Cl)cc2)n1/N=C/C=C/c1ccco1 | -9%[57.5 µM]
COCOc1cc(OC)ccc1C(=O)/C=C/c1cccc(C(F)(F)F)c1 | -11%
O=C(Cn1nnc(-c2ccc(F)cc2)n1)Nc1ccc2c(c1)OCCO2 | 6%
O=[N+]([O-])c1ccccc1NC(=S)N/N=C/c1ccc(O)c(O)c1 | -10%
Cc1cc(C)c(-c2c(O)c3cccc4c3n(c2=O)CCC4)c(C)c1 | -9%
Cc1cc([N+](=O)[O-])nn1CCCC(=O)N1CCN(c2ccc(F)cc2)CC1 | 4%
CCOC(=O)C1CCN(CC(=O)Nc2cc(S(=O)(=O)N3CCOCC3)ccc2C)CC1 | -2%
COc1cccc(C(=O)OCC(=O)c2c[nH]c3ccccc23)c1O | -3%
O=C(CC(=O)Nc1ccccc1C(=O)O)NNC(=O)Cc1ccccc1 | 15%[57.5 µM]
Cc1nc(Sc2ccc(Cl)cc2)c(C#N)c(C)c1[N+](=O)[O-] | ?
O=[N+]([O-])c1ccc(Nc2nc(NC3CCCCC3)nc(N3CCCC3)n2)cc1 | ?
COC(=O)c1ccc(OC(=O)c2cccnc2)cc1 | -4%
CCCCC(C(=O)OCC(=O)c1ccc(OC)cc1)N1C(=O)c2ccccc2C1=O (stereo unspecified) | 4%

Reformatted field by field: entries from further up
> O=C(Cn1nnc(-c2ccc(F)cc2)n1)Nc1ccc2c(c1)OCCO2
  ERK EGF inh: 6%

> Cc1cc([N+](=O)[O-])nn1CCCC(=O)N1CCN(c2ccc(F)cc2)CC1
  ERK EGF inh: 4%

(continued)
Structure | ERK EGF inh
CS/C(N)=N/N=C/c1c(O)ccc2ccccc12 | ?
C=CCNC(=O)/C=C/c1cccs1 | -1%
CN1CCN(NC(=O)c2ccc(Br)c(S(=O)(=O)N3CCOCC3)c2)CC1 | -1%
CN(C)S(=O)(=O)c1cc(NC(=O)CSc2ncc(C(F)(F)F)cc2Cl)ccc1Cl | 5%
Cc1ccc(S(=O)(=O)Nc2cnn(-c3ccccc3)c(=O)c2Cl)cc1 | -4%
COc1cc2cnncc2cc1OC | 9%
COc1ccc(CCC(=O)Nc2sccc2C#N)cc1 | -6%
O=C(COC(=O)Cc1cccc(C(F)(F)F)c1)Nc1ccc2c(c1)OCCO2 | 8%
COc1ccc(C2N(Cc3ccccc3)CCN2Cc2ccccc2)cc1[N+](=O)[O-] | -11%
Cc1ccc(NC(=O)Cc2sc(C)nc2-c2ccc(C)cc2)cc1 | -1%
Cc1cccc(NC(=O)CSc2ccc(C(N)=O)cc2[N+](=O)[O-])c1C | -2%
CCN(CC)CCC(c1cc(OC)c(OC)c(OC)c1)c1c(O)cc(OC)cc1OC (stereo unspecified) | -11%[57.5 µM]
COc1ccc(CNc2nc(-c3cccnc3)nn2S(C)(=O)=O)cc1 | 3%
CN(C)c1ccc(P(=O)(OCc2ccccc2)C(O)c2ccccc2F)cc1 (stereo unspecified) | 2%[57.5 µM]
O=C(CN1CCC(NC(=O)c2cccc(F)c2)CC1)NCc1cccs1 | -7%
COC(=O)c1cc(C(=O)Cc2ccccc2)c[nH]1 | 9%
CN(C)c1cc(Nc2ccc(O)cc2)c([N+](=O)[O-])c2nonc12 | -2%[57.5 µM]
C=CCS/C(N)=N\N=C\c1c(O)ccc2ccccc12 | -9%[57.5 µM]
Cc1c(NC(=O)COC(=O)c2c3c(nc4ccccc24)CCCC3)c(=O)n(-c2ccccc2)n1C | -2%
CC(=O)N1CCC(=O)Nc2ccc([N+](=O)[O-])cc21 | -4%

Molecules above containing a cyano group:
Structure | ERK EGF inh
N#CCSc1nc2ccccc2c(=O)n1CC1CCCC1 | 0%
Cc1nc(Sc2ccc(Cl)cc2)c(C#N)c(C)c1[N+](=O)[O-] | ?
COc1ccc(CCC(=O)Nc2sccc2C#N)cc1 | -6%

Next compounds follow:
Structure | ERK EGF inh
COc1ccc(OC)c(CNC(=O)c2cc(=O)[nH]c3ccc(S(=O)(=O)N4CCCC4)cc23)c1 | -4%
CC(CN1CCN(C)CC1)OC(=O)c1cccc(Cl)c1 (stereo unspecified) | -2%[57.5 µM]
NC(=O)C1=CN(C2OC(COP(=O)(O)OP(=O)(O)OC[C@H]3O[C@@H](n4cnc5c(N)ncnc54)[C@H](OP(=O)(O)O)[C@H]3O)C(O)C2O)C=CC1 (stereo partly specified) | 13%
O=C(c1ccccn1)N1CCN(S(=O)(=O)c2ccc(F)cc2)CC1 | 1%
COc1cc(C2C(C#N)=C(N)Oc3c2ccc2ccccc32)ccc1OCC(=O)Nc1ccc(C)cc1 (stereo unspecified) | 0%
O=C(N/N=C/c1ccccn1)NC12CC3CC(CC(C3)C1)C2 | 3%[57.5 µM]
OCC1(CCOc2ccccc2)CCN(Cc2ccc3cccc(F)c3n2)CC1 | -19%
C[C@@H](O)[C@H]1C(=O)N2C(C(=O)O)=C(S[C@@H]3CN[C@H](C(=O)N(C)C)C3)[C@H](C)[C@H]12 | 8%[25.7 µM]
C/C(C/C(C)=C1/SC(=S)NC1=O)=C1\SC(=S)NC1=O | ?
O=C(Cn1cnc2c(nnn2Cc2ccc(Cl)cc2)c1=O)OCc1ccccc1 | 2%
CC1CCc2c(sc3ncn(CC(=O)N=Nc4c(O)[nH]c5ccccc45)c(=O)c23)C1 (stereo unspecified) | -9%[57.5 µM]
CCn1c(SCC(=O)Nc2ccccc2)nnc1-c1cccs1 | -6%[57.5 µM]
O=C(O)CCCC(=O)N1CCN(c2ncccn2)CC1 | -10%[57.5 µM]
Cc1ccc(S(=O)(=O)Nc2ccc3c(c2)n(C)c(=O)n3C)c(C)c1 | 4%
CCOCCCNC(=O)Cn1cnc2sc(C)c(S(=O)(=O)N3CCN(c4ncccn4)CC3)c2c1=O | 1%
S=C(NCc1ccccc1)N1CCc2ccccc2C1 | 6%[57.5 µM]
COc1cc2c(cc1OC)C(C1(O)CCCCC1)NCC2 (stereo unspecified) | -18%[57.5 µM]
CCCCC/C=C\C/C=C\C/C=C\C/C=C\CCCCCC(=O)O | -19%
C(=C\c1ccco1)/c1nc2ccccc2[nH]1 | -1%
CN(CCO)CCOCCOc1cccc2ccccc12 | 2%
O=C1CN2CCC1C/C2=C\c1ccnc2c(Cl)cccc12 (stereo unspecified) | -16%[57.5 µM]
N#CCc1cnc2ccccc2n1 | 0%[57.5 µM]
NC(CSCc1cccc(Br)c1)C(=O)O (stereo unspecified) | -8%
CC1C2CCC3C4CC=C5CC(N(C)C)CC[C@@]5(C)C4CC[C@@]32CN1C (stereo partly specified) | 27%
Nc1nc(NCCO)nc(NCC2CCCO2)c1[N+](=O)[O-] (stereo unspecified) | 0%
Cn1c(N/N=C2\CCCc3ccccc32)nc2c1c(=O)n(Cc1ccc(F)cc1)c(=O)n2C | 0%
OC[C@H]1OC(Nc2ccc(N=Nc3ccccc3)cc2)[C@@H](O)[C@@H](O)[C@@H]1O (stereo partly specified) | 6%[57.5 µM]
O=C(c1cccc(F)c1)N1CCC2(CC1)CN(c1ccncc1)C2 | 3%
Clc1ccc(C(c2nnnn2C2CCCCC2)N(Cc2cccnc2)Cc2ccco2)cc1 (stereo unspecified) | -6%
O=C(COc1ccc(Cl)cc1Cl)N/N=C/c1ccc(OC2OC(CO)C(O)C(O)C2O)cc1 (stereo unspecified) | 3%[57.5 µM]
CCN(CC)C(=S)SCC(=O)Nc1nc(=O)c2ccccc2s1 | -3%
COc1ccccc1NC(=O)CSc1nnc(Cn2cnc3ccccc32)o1 | 8%
O=C(CSc1ccc(-c2cccnc2)nn1)N1CCCCCC1 | 0%
O=C(Nc1nc2cc3c(cc2s1)OCO3)C1CC1 | -8%[57.5 µM]
Nc1ccccc1CNc1nc(NCCO)nc2c1ncn2CCN1CCOCC1 | -5%[57.5 µM]
Cc1ccc(C)c(N(C)S(=O)(=O)c2ccc3[nH]cc(C(=O)NCCN4CCOCC4)c(=O)c3c2)c1 | 2%
C/C(N)=C(/C#N)C(=O)COC(=O)c1cc(-c2ccc(C)cc2)nc2ccccc12 | -3%
CSC1=NC(C(Cl)(Cl)Cl)N=C(c2ccc(C)cc2)N1 (stereo unspecified) | -7%
CCn1c(C)nc2cc(C(=O)N/N=C(\C)c3ccc(N4CCOCC4)cc3)ccc21 | 2%
N/C(=N\OC(=O)c1ccco1)c1ccc(Cl)cc1 | -1%
CCOC(=O)N1CCC(N(CCN(C)C)C(=S)Nc2cc(Cl)ccc2C)CC1 | -8%
CCCCCC(=O)Nc1cccc(C2=NOC3(C2)C[C@@H](C(N)=O)N(C(=O)CC(c2ccccc2)c2ccccc2)C3)c1 (stereo partly specified) | -11%[57.5 µM]
CCCOc1ccc(-c2nn(-c3ccccc3)cc2/C=C2\SC(N)=NC2=O)cc1 | 7%
O=C(N/N=C/c1c(O)ccc2ccccc12)c1cccc(C(F)(F)F)c1 | 7%
N#C/C(=C\c1ccc(C#N)cc1)C(=O)N1CCCC1 | -3%
CSCC[C@H](NC(=O)c1ccc(Cl)c([N+](=O)[O-])c1)c1nc2ccccc2[nH]1 | ?
